CXCR6 inh: inhibitors of human CXCR6 receptor; 360,000 tested, 0.36% active; O00574; CHO-K1 PathHunter CXCR6 beta-arrestin, luminescence; inhibition, % at 20 µM; in the data active means inhibition above about 34%, passing the limit was not always enough;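 further: antagonist mode with CXCL16 agonist at 10 nM final; 0% = 10 nM CXCL16 with DMSO and 100% = unstimulated wells without agonist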
Target sequence (O00574 whole entry, looked up): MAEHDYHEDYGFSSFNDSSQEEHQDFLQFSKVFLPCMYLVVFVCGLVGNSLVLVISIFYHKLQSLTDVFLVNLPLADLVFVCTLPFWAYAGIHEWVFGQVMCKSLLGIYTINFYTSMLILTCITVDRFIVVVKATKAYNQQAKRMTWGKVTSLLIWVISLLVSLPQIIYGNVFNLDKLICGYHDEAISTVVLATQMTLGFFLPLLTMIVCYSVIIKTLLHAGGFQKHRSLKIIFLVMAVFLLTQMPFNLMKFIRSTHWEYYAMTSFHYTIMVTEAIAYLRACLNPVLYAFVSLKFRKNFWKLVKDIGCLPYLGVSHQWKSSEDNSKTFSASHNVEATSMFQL
EBI2 antag: blocks human EBI2 receptor beta-arrestin signaling; AID 651636; EBI2 beta-arrestin recruitment, luminescence, 7a,25-OHC stimulated; P32249; inhibition, % at 5 µM; 360,000 tested, 0.81% active; in the data active means inhibition above about 38%;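 further: enzyme fragment complementation signal reports receptor beta-arrestin coupling in cells; 0% = agonist plus DMSO wells and 100% = wells without agonist; some results beyond the cut were filed as inactive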
Target sequence (P32249 whole entry, looked up, the tested form may be a part): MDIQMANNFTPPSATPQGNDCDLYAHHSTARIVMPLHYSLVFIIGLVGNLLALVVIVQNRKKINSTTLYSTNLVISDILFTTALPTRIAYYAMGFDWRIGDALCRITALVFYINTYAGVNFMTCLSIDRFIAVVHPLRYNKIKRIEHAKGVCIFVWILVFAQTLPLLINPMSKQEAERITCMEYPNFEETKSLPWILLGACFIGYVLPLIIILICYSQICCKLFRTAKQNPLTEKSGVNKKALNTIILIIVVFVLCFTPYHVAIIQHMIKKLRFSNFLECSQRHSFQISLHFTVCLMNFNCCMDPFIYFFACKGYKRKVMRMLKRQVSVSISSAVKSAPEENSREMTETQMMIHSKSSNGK
The depositor's hits bear a star.

SMILES	CXCR6 inh	EBI2 antag
O=C(Nc1ccc2c(c1)OCO2)c1cc(C2CCCCN2C(=O)c2ccc(Cl)cc2)on1 (configuration not stated)	-7	20
O=C(NCc1ccccc1Cl)c1csc(COCCO)n1	6	0
O=c1cc(CO)[nH]nc1CO	0	-3
O=C(NCc1cccnc1)c1cc(C2CCCCN2S(=O)(=O)c2ccccc2)on1 (configuration not stated)	2	1
NC(c1ccccc1)c1csc(NC(=O)NCCc2ccccc2)n1 (configuration not stated)	11	1
C[C@@H]1CN([C@@H](C)CO)C(=O)CCCn2nncc2CO[C@@H]1CN(C)C(=O)Nc1cccc(Oc2ccccn2)c1	-8	-2
CSc1ncnc2c1ncn2CCCN1CCN(Cc2c(C)cc(C)cc2C)CC1	1	4
COc1cc2[nH]c(C)c(-c3ccccc3)c(=O)c2cc1Cl	-3	-72
O=[N+]([O-])c1ccc(-c2nc(Cl)c3c(n2)CCCC3)o1	2	-18
OC(c1ccc(F)cc1)c1nc(/C=C/c2ccccc2)cs1 (configuration not stated)	-5	-3
c1ccc(CNc2ncn[nH]2)cc1	-2	-4
C(=C\c1ccccc1)/CN1CCN(C(c2cccs2)c2nnnn2-c2ccc3c(c2)OCCO3)CC1 (configuration not stated)	8	72*
Cc1noc(C)c1S(=O)(=O)Nc1ccc2c(c1)C(=O)N([C@@H](C)CO)C[C@H](C)[C@@H](CN(C)Cc1ccc(C(F)(F)F)cc1)OCCCC[C@H](C)O2	3	15
CC1(C(=O)Nc2ccc3c(c2)OCO3)CCN1C(=O)CCC1CCCC1 (configuration not stated)	0	0
COCCCNC(=O)C[C@@H]1C[C@@]2(C(=O)OC)CCCCC=C2N(Cc2ccco2)C1=O	2	-2
COc1ccc(S(=O)(=O)Nc2ccc3c(c2)C(=O)N([C@H](C)CO)C[C@H](C)[C@@H](CN(C)Cc2ccncc2)OCCCC[C@@H](C)O3)cc1	2	-7
CCCN1C(=O)CC(c2ccc(OC)c(OC)c2)C1=O (configuration not stated)	-1	3
CC(C)C[C@H]1CNC(=S)N1C[C@H]1CCCN1C[C@H](CC(C)C)N1C[C@H](Cc2ccc(O)cc2)N(CCc2ccccc2)C1=S	12	43*
COc1ccc(NC(=O)N(C)C[C@@H]2Oc3cc(Br)ccc3S(=O)(=O)N([C@H](C)CO)C[C@H]2C)cc1	-7	-9
C=CCNc1nc(NCCCN2CCCC2=O)c2sc(-c3ccccc3)cc2n1	2	26
CC(=O)OC[C@@H]1CN(Cc2ccccc2)C[C@H](n2cnc3c(N4CCCC4)ncnc32)O1	-1	-8
CCOC1=C2CN(S(=O)(=O)c3ccc(C)cc3)[C@H](c3cccs3)C[C@H]2n2c(=O)n(-c3ccccc3)c(=O)n2C1	5	1
O=c1[nH]c2ccccc2nc1-c1nnnn1Cc1ccccc1	-9	2
C[C@@H]1CN([C@@H](C)CO)C(=O)c2cc(NC(=O)c3ccncc3)ccc2O[C@@H](C)CCCCO[C@@H]1CN(C)C(=O)Cc1ccccc1	0	-17
O=C(NCc1cc(Cl)cc(Cl)c1)c1ccc2nc([C@H]3C[C@H](O)[C@@H](CO)O3)[nH]c2c1	4	-1
COc1ccccc1CNC(=O)C1(C)CCN1Cc1ccc2ccccc2c1 (configuration not stated)	5	6
CC(C)NC(=O)c1cc(C2CCCCN2C(=O)c2ccc(C(C)C)cc2)on1 (configuration not stated)	-6	-1
COc1ccc(-c2cnc3c(c2)C(=O)N([C@H](C)CO)C[C@H](C)[C@H](CN(C)C(=O)Cc2cccnc2)O3)cc1	0	-12
Cc1cccc(S(=O)(=O)NC(=O)C2(C)CCN2C(=O)c2sccc2C)c1 (configuration not stated)	-1	-1
CCCN(C)C[C@@H]1OCCCC[C@@H](C)Oc2ccc(NS(=O)(=O)c3ccc(OC)cc3)cc2C(=O)N([C@H](C)CO)C[C@@H]1C	-1	-3
O=S1(=O)CC(N2CCCCC2)CN1Cc1ccc(F)cc1 (configuration not stated)	7	-4
CC1(C(=O)NCc2ccc(F)c(F)c2)Cc2c(-c3ccc4c(c3)OCO4)ccnc2O1 (configuration not stated)	2	14
O=C(c1ccccc1)c1ccc(N2CCN(C(=O)c3ccc(F)cc3F)CC2)c(F)c1	-8	-4
COc1ccc(C(C)NC(=O)C2CCN(CCCc3ccccc3)CC2)cc1OC (configuration not stated)	-2	0
O=C1NC(=O)C(c2ccccc2)(c2ccccc2)N1S(=O)(=O)c1ccccc1	-10	-6
O=C(NC(c1ccccc1)c1ccc2ccccc2n1)C1CCN(Cc2cccc(C(F)(F)F)c2)CC1 (configuration not stated)	20	14
O=[N+]([O-])c1cccnc1Nc1ccc(Cl)cc1	-6	-4
CC(Sc1nnc(-c2ccncc2)n1C)C(=O)NCC(=O)Nc1ccc(F)c(F)c1F (configuration not stated)	-3	2
CCCCNC(=O)C[C@@H]1C[C@@]2(C(=O)OC)CCCCC=C2N(Cc2cccc3ccccc23)C1=O	3	0
CCCCNC(=O)C1(C)CCN1C(=O)c1cc(OC)ccc1Br (configuration not stated)	4	3
COc1ccc(C(CNC(=O)c2ccc(OCc3csc(C)n3)cc2)N2CCCC2)cc1 (configuration not stated)	7	-9
Cc1ccc(CN2CCC[C@]3(N[C@H](c4ccc(C(F)(F)F)cc4)[C@@H]4C(=O)N(Cc5ccccc5)C(=O)[C@@H]43)C2=O)cc1	11	11
COCCNC(=O)C1(C)CCN(C(=O)c2ccc3c(c2)C(C)(C)CCC3(C)C)C1 (configuration not stated)	-2	-1
CC1CCC(C(O)(C(=O)c2ccccc2)c2ccccc2)C(=O)C1 (configuration not stated)	4	6
CCS(=O)(=O)NC(=O)C1(C)CCN1C(=O)C1(c2ccc(Cl)cc2)CC1 (configuration not stated)	-3	-16

Another view of 20 compounds above:
CXCR6 inh,EBI2 antag,molecule
5,6,COc1ccccc1CNC(=O)C1(C)CCN1Cc1ccc2ccccc2c1 (configuration not stated)
-6,-1,CC(C)NC(=O)c1cc(C2CCCCN2C(=O)c2ccc(C(C)C)cc2)on1 (configuration not stated)
0,-12,COc1ccc(-c2cnc3c(c2)C(=O)N([C@H](C)CO)C[C@H](C)[C@H](CN(C)C(=O)Cc2cccnc2)O3)cc1
-1,-1,Cc1cccc(S(=O)(=O)NC(=O)C2(C)CCN2C(=O)c2sccc2C)c1 (configuration not stated)
-1,-3,CCCN(C)C[C@@H]1OCCCC[C@@H](C)Oc2ccc(NS(=O)(=O)c3ccc(OC)cc3)cc2C(=O)N([C@H](C)CO)C[C@@H]1C
7,-4,O=S1(=O)CC(N2CCCCC2)CN1Cc1ccc(F)cc1 (configuration not stated)
2,14,CC1(C(=O)NCc2ccc(F)c(F)c2)Cc2c(-c3ccc4c(c3)OCO4)ccnc2O1 (configuration not stated)
-8,-4,O=C(c1ccccc1)c1ccc(N2CCN(C(=O)c3ccc(F)cc3F)CC2)c(F)c1
-2,0,COc1ccc(C(C)NC(=O)C2CCN(CCCc3ccccc3)CC2)cc1OC (configuration not stated)
-10,-6,O=C1NC(=O)C(c2ccccc2)(c2ccccc2)N1S(=O)(=O)c1ccccc1
20,14,O=C(NC(c1ccccc1)c1ccc2ccccc2n1)C1CCN(Cc2cccc(C(F)(F)F)c2)CC1 (configuration not stated)
-6,-4,O=[N+]([O-])c1cccnc1Nc1ccc(Cl)cc1
-3,2,CC(Sc1nnc(-c2ccncc2)n1C)C(=O)NCC(=O)Nc1ccc(F)c(F)c1F (configuration not stated)
3,0,CCCCNC(=O)C[C@@H]1C[C@@]2(C(=O)OC)CCCCC=C2N(Cc2cccc3ccccc23)C1=O
4,3,CCCCNC(=O)C1(C)CCN1C(=O)c1cc(OC)ccc1Br (configuration not stated)
7,-9,COc1ccc(C(CNC(=O)c2ccc(OCc3csc(C)n3)cc2)N2CCCC2)cc1 (configuration not stated)
11,11,Cc1ccc(CN2CCC[C@]3(N[C@H](c4ccc(C(F)(F)F)cc4)[C@@H]4C(=O)N(Cc5ccccc5)C(=O)[C@@H]43)C2=O)cc1
-2,-1,COCCNC(=O)C1(C)CCN(C(=O)c2ccc3c(c2)C(C)(C)CCC3(C)C)C1 (configuration not stated)
4,6,CC1CCC(C(O)(C(=O)c2ccccc2)c2ccccc2)C(=O)C1 (configuration not stated)
-3,-16,CCS(=O)(=O)NC(=O)C1(C)CCN1C(=O)C1(c2ccc(Cl)cc2)CC1 (configuration not stated)

Later entries:
SMILES	CXCR6 inh	EBI2 antag
CC1=C(C(=O)N(C(C)C)C(C)C)CC(CC(=O)NCCN2CCOCC2)C(=O)N1Cc1ccccc1 (configuration not stated)	-2	-3
O=c1[nH]c(CN2CCCCC2)ccc1O	-3	-20
COCOCCn1cc(CN2CCS(=O)(=O)N(Cc3ccc(-c4cccc(CO)c4)cc3)C(C)C2=O)nn1 (configuration not stated)	2	-3
O=C(NC1CCCCC1)c1ccc2ccccc2c1	2	11
Cn1ccc2c(-c3cccc(C=O)c3F)cc3c(c21)C1CCC3C1 (configuration not stated)	3	14
CC(C)NC(=O)C1(C)CCN1CCC(=O)c1ccccc1 (configuration not stated)	3	-7
COc1ccc(Cn2c(=O)oc3ccccc32)cc1OC	-2	-4
O=S1(=O)C[C@H](N2CCN(CC3CC3)CC2)[C@@H](COCc2ccccc2)N1	-9	-9
Cc1cccc(NC(=O)CN2C(=O)C3CC=CCC3C2=O)c1C (configuration not stated)	2	-2
CCCCn1nnnc1C(c1cc2ccccc2o1)N(C)CCc1ccccc1 (configuration not stated)	12	24
CCCCNC(=O)C1(C)CCN1C(=O)c1ccc(C(F)(F)F)nc1C (configuration not stated)	0	-15
O=C(Nc1ccc2c(c1)OCO2)c1cc(C2CCCCN2S(=O)(=O)c2cccs2)on1 (configuration not stated)	4	-1
COc1cccc(CNC(=O)[C@@H]2CCCN2C(=O)[C@@H]2CCCN2C(=O)c2ccccc2)c1	-6	-7
CC(C)(C)C1CCSC2=NCCC[C@]2(c2ccccc2)C1 (some centres not stated)	5	7
CCCCNC(=O)C1(C)CCN1C(=O)c1cncc(Br)c1 (configuration not stated)	-3	-1
O=S1(=O)CC(N2CCN(CCO)CC2)CN1Cc1ccc(F)cc1 (configuration not stated)	-4	-5
O=c1oc(-c2ccc(Cl)cc2[N+](=O)[O-])nc2ccccc12	2	-15
C[C@H](CO)N1C[C@H](C)[C@H](CN(C)C(=O)Nc2ccc3c(c2)OCCO3)OCc2cnnn2CCCC1=O	-2	3
CCOC(=O)N(C)C[C@@H]1OCc2cn(nn2)CCCC(=O)N([C@@H](C)CO)C[C@H]1C	3	-6
CCNC(=O)C1(C)CCCN(Cc2cccc3c(OC)cc(C(=O)OCC)cc23)C1 (configuration not stated)	4	2
CC1CCCC(C)N1C(=O)COC(=O)CNS(=O)(=O)c1ccc2ccccc2c1 (configuration not stated)	-6	-3
CC(O)(c1ccccc1)c1nc(-c2ccc3c(c2)OCO3)cs1 (configuration not stated)	-4	12
CC1(C)OC(=O)C2=C(C[C@@H](CCc3ccccc3)O[C@H]2CCc2cccc(Cl)c2)O1	1	11
CN(C)c1cccc(CNC(=O)c2csc([C@H]3C[C@H](O)[C@@H](CO)O3)n2)c1	1	-3
O=S1(=O)C[C@@H](N2CCN(CCO)CC2)[C@H](COCc2ccccc2)N1	0	-3
O=Cc1c[nH]c2ccc(S(=O)(=O)N3CCCCC3)cc12	-4	-4
Cc1ccc(-c2csc3ncnc(N4CCN(S(=O)(=O)c5ccc(C#N)cc5)CC4)c23)cc1	8	41
CCOc1ccc(S(=O)(=O)N2CCOCC2)cc1NC(=O)CN1C(=O)NC(C)(C2CC2)C1=O (configuration not stated)	0	-20
C[C@H](CO)N1C[C@H](C)[C@@H](CN(C)C(=O)CN2CCOCC2)Oc2ncc(-c3cncnc3)cc2C1=O	2	-4
CC1(C(=O)NS(=O)(=O)c2cccc(Cl)c2)CCN1C(=O)Cc1cc(F)ccc1F (configuration not stated)	0	-10
COc1cccc(Cn2c3ccc(NC(=O)CC(C)C(F)(F)F)cc3c(=O)n2C)c1 (configuration not stated)	4	4
O=C(NCc1ccc(Cl)cc1)c1ccc(-c2ccc(F)c(F)c2)c2ccoc12	11	9
COc1ccc(C(C)(O)c2nc(-c3cnc4ccccc4c3)cs2)cc1 (configuration not stated)	0	19
CCc1ccc(N2CC(C(=O)N3CCN(c4ccc([N+](=O)[O-])cc4)CC3)CC2=O)cc1 (configuration not stated)	1	-1
COc1ccccc1CCNC(=O)C1CC(=O)N(c2ccccc2F)C1 (configuration not stated)	-4	4
N#CCc1ccc(OCCCN2CCC(C(O)(c3ccccc3)c3ccccc3)CC2)cc1	3	-10
O=C1NC(Cc2ccc(O)cc2)c2nc3ccccc3c(=O)n2-c2ncccc21 (configuration not stated)	-3	4
CN(C)S(=O)(=O)c1cccc(NC(=O)CNc2cccc(S(=O)(=O)N3CCCCC3)c2)c1	-4	2
C[C@H]1CNC(=O)c2c(C(=O)Nc3ccc(CNC(=O)OC(C)(C)C)cc3)ncn21	-17	-9
O=C(NCc1ccccc1)C1c2ccccc2OCC(=O)N1CCc1c[nH]c2ccccc12 (configuration not stated)	-3	-7
COc1cc(C(=O)OCCCN2CCOCC2)cc(OC)c1OC	-1	-2
CC1(C(=O)NS(=O)(=O)Cc2ccccc2C(F)(F)F)CCN1C(=O)Cc1ccccc1 (configuration not stated)	-2	-4
CCCNC(=O)N(C)C[C@@H]1Oc2ncc(Br)cc2C(=O)N([C@H](C)CO)C[C@@H]1C	-5	-5
CS(=O)(=O)Nc1ccc(-c2ccc3nccn3c2)cc1	-16	-10
Fc1ccc(-c2nc3c4ccccc4ccn3c2CC2CCCCC2)cc1	2	9
CC1NC(=O)c2ccccc2-n2c1nc1ccc(F)cc1c2=O (configuration not stated)	-7	-1
CCCCNC(=O)C1(C)CCCCN1C(=O)c1cc(OC)ccc1Br (configuration not stated)	5	-11
COc1ccc(C)cc1NC(=O)COC(=O)c1c(-c2ccccc2)noc1C	2	6
CSc1ccc(CN2CCC2(C)C(=O)NCc2ccc3c(c2)OCO3)cc1 (configuration not stated)	2	2
O=C(NC(c1ccc(Cl)cc1)c1ccsc1)C1CCN(Cc2ccc(Oc3ccccc3)cc2)CC1 (configuration not stated)	12	19
Cc1ccc(NC(=O)c2nc[nH]c2C(=O)N(C)CCO)cc1	6	3

Screening data (PubChem BioAssay)

A portion of the library; rates above refer to the full screens.
